Compound activity from PubChem BioAssay.
LMPTP inh = LMPTP phosphatase inhibitors, primary screen, biochemical, fluorescence intensity, uHTS; inhibition, % at 20 µM; recombinant LMPTP-A, OMFP fluorogenic substrate; AID 651560, 2012; actives 0.22% (n = 360,000); Low molecular weight phosphotyrosine protein phosphatase (Homo sapiens), P24666;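 active means compounds that cut the enzyme signal by at least half of the control window in the single-dose screen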;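 further: plate controls were DMSO wells with enzyme plus substrate for no effect and substrate without enzyme for full effect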
Target sequence (P24666 whole entry, looked up): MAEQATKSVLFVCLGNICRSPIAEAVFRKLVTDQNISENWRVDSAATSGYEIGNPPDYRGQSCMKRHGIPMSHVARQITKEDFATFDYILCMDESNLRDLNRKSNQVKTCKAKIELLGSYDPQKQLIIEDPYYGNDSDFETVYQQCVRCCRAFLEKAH
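Test system – LMPTP-A enzyme · Amount – LMPTP-A at 0.625 nM final in the reaction · Buffer or medium – Bis-Tris pH 6.0, DTT, detergent · Reagent – OMFP 400 µM · Doses – single 20 µM dose · Schedule – reaction 50 min, room temperature, dark · Detection – fluorescence intensity of OMFP turnover product · Evaluation – percent inhibition versus substrate-only and uninhibited controls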
SUMO1 PPI mod = modulators of SUMO1 protein-protein interactions, primary screen, biochemical, uHTS; SUMO1 binding to a labelled peptide, TR-FRET, 1 h; Small ubiquitin-related modifier 1 (Homo sapiens), P63165; actives 0.33% (n = 360,000); inhibition, % at 20 µM; in the data active means inhibition above about 37%
Scp-1 inhibitor = Scp-1 phosphatase inhibitors, primary screen, biochemical, colorimetric, uHTS | actives 0.88% (n = 340,000) | Recombinant Scp1, phosphopeptide, malachite green phosphate absorbance | AID 493091, 2011 | inhibition, % at 20 µM;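 active means inhibition above about 50% at 20 µM, limit read from the data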;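 further: plate controls were DMSO wells with enzyme for no effect and wells lacking enzyme for full effect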
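Test system: SCP-1 phosphatase catalytic domain, residues 76-261; measured by: colorimetric phosphate reagent with accelerator and stabiliser, absorbance at 630 nm; timing: enzyme reaction 45 min at room temperature, colour 5 min, stabilisation 30 min; also added: Phosphorylated 17-residue peptide substrate; compound dosing: one concentration, 20 µM, with 1.0% DMSO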
SKN-1 block = suppressors of acrylamide-induced Pgst-4::GFP reporter in worms, primary screen, SKN-1 inhibitor project, whole organism, uHTS, GFP/RFP fluorescence ratio, strain VP596; C. elegans VP596 Pgst-4::GFP/RFP ratio, 24 h; inhibition, % at 21.8 µM; actives 0.49% (n = 360,000); AID 624304, 2012;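 active means interference check ratio from 0.5 to 1.5 plus GFP to RFP signal ratio inhibition reaching or exceeding a fixed threshold, cut at about 30% in these data, passing the limit was not always enough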; further: some compounds called inactive have numbers as strong as hits
NadD block = inhibitors of S. aureus NadD, primary screen, biochemical, colorimetric, uHTS. Nicotinate-nucleotide adenylyltransferase NadD (Staphylococcus aureus N315). purified NadD enzyme, colorimetric absorbance read-out. inhibition, % at 20 µM. actives 0.78% (n = 360,000). AID 602399, 2012; in the data active means inhibition above about 26%; further: some compounds past the cut are filed as inactive
DNMT1 block = human DNMT1 methyltransferase inhibitors, primary screen, biochemical, molecular beacon, fluorescence, HinP1I cleavage, uHTS | DNA (cytosine-5)-methyltransferase 1 (Homo sapiens), P26358 | actives 0.83% (n = 360,000) | inhibition (reported as % activation of signal), % at 10 µM | AID 588458, 2011; in the data active means inhibition above about 50%
NRP1-CendR mod = modulators of CendR peptide binding to NRP-1, primary screen, biochemical, fluorescence polarization, uHTS | FAM-RPARPAR peptide binding to NRP-1 | AID 602438, 2012 | inhibition, % at 25 µM | actives 0.85% (n = 360,000) | Neuropilin-1 (Homo sapiens), O14786;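 active means inhibition or corrected inhibition above about 18%, plus a signal ratio from 0.5 to 1.5, limit read from the data, passing the limit was not always enough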; further: strong numbers were not always called active
Target sequence (O14786 whole entry, looked up): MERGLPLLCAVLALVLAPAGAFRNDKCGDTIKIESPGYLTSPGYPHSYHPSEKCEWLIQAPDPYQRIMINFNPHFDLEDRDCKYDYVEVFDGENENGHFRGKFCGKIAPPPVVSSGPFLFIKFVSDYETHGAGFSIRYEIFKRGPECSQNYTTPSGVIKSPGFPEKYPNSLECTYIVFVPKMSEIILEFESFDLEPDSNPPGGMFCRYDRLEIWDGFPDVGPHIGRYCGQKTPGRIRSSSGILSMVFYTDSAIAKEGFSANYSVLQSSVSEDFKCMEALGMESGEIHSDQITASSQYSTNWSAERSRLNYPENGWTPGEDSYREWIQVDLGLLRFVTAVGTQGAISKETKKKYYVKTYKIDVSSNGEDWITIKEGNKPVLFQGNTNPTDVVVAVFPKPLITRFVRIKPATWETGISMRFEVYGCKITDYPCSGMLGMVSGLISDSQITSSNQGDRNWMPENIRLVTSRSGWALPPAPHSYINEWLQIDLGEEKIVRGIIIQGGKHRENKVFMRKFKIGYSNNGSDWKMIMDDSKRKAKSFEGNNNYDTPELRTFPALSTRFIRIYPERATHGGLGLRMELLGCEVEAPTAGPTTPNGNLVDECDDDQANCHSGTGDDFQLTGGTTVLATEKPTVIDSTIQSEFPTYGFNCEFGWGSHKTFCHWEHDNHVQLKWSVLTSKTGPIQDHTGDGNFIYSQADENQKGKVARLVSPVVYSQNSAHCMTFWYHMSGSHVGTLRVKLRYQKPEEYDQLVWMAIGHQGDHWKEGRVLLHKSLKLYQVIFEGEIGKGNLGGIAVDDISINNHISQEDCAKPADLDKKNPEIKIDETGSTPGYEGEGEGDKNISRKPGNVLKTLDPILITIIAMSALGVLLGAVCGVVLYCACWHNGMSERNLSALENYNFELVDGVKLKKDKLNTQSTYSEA
Neddylation inh = inhibitors of cullin neddylation, primary screen, biochemical, TR-FRET, uHTS, NAE and Ubc12 | NEDD8-conjugating enzyme Ubc12 (Homo sapiens) + NEDD8-activating enzyme E1 regulatory … | AID 651699, 2012 | actives 0.58% (n = 360,000) | calls only at 25 µM; in the data active means inhibition above about 36%
STEP block = STEP phosphatase inhibitors, primary screen, biochemical, fluorescence intensity, uHTS; Tyrosine-protein phosphatase non-receptor type 5 (Homo sapiens), P54829; recombinant STEP, OMFP fluorogenic substrate; inhibition, % at 20 µM; actives 0.25% (n = 360,000); AID 588621, 2011;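 active means inhibition at 20 µM, scaled per plate between control wells, above about 37%, limit read from the data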;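 further: 0% = DMSO with enzyme and substrate and 100% = substrate only without enzyme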
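System: isolated STEP enzyme; schedule: 20 min enzyme reaction at room temperature, protected from light; medium: Bis-Tris buffer pH 6.0, 2.5 mM DTT, 0.005% Tween 20; signal: fluorescence, 480/540 nm; dosing: single compound dose of 20 µM, 1% DMSO final; also added: OMFP substrate, 25 µM final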
Tb MetRS inh = T. brucei MetRS inhibitors, primary screen, biochemical, luminescence. inhibition, % at 11.9 µM. methionyl-tRNA synthetase (Trypanosoma brucei brucei). AID 624268, 2012. actives 0.4% (n = 360,000). purified T. brucei MetRS, ATP depletion, Kinase-Glo luminescence;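 active means inhibition above a per-plate cutoff of the control wells' mean inhibition plus 3 SD, cut at about 5.5% in these data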;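 further: 0% = DMSO wells median and 100% = median of wells with control inhibitor compound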
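Test system: purified T. brucei MetRS enzyme. Also added: ATP, methionine and E. coli bulk tRNA substrates. Compound: 11.9 µM single point. Schedule: 15 min enzyme-compound preincubation, 2 h reaction, 10 min detection, 25 °C. Signal: luciferase luminescence of residual ATP, Kinase-Glo. Evaluation: percent inhibition versus plate control medians. Controls: DMSO wells, low control.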
* = called active by the depositor; i = inactive; . = no result given. Compounds were not picked by outcome, and some 4.6% of all compounds hit somewhere here.

Structure | LMPTP inh | SUMO1 PPI mod | Scp-1 inhibitor | SKN-1 block | NadD block | DNMT1 block | NRP1-CendR mod | Neddylation inh | STEP block | Tb MetRS inh
CN(CC(=O)Nc1cccc(F)c1)C(=O)c1cc([N+](=O)[O-])ccc1N1CCCCC1 | -7.9 | -68 | 0 | 2 | 5 | -3 | -3 | i | -1 | 0.8
COc1ccc(Cc2nc3ccc(C(=O)N(C)Cc4cc(C)[nH]n4)cc3o2)cc1OC | -1.1 | -8 | -3 | 5 | 0 | 2 | 17 | i | -1 | 0.0
COc1ccc(C(=O)Nc2ccc3[nH]ccc3c2)cc1OC | -0.1 | 5 | 4 | 1 | -2 | -6 | 21 | i | -5 | -0.5
Cc1nn(CC(=O)NCc2ccccc2)c(C)c1[N+](=O)[O-] | 0.2 | 2 | -13 | 8 | 0 | 1 | -8 | i | 0 | -0.2
N#CCn1c(Cc2ccccc2)nc2ccccc2c1=O | 0.1 | 4 | -6 | 16 | -2 | 1 | -3 | i | -3 | -0.1
Cc1ccc(C(C(=O)NC(C)(C)C)N(Cc2cccnc2)C(=O)C(=O)NC2CCCCC2)o1 (stereo unspecified) | 0.3 | 2 | 29 | -5 | 0 | 4 | 8 | i | -1 | -1.5
O=C(NCCCNCc1ccccc1)c1ccc(/C=N/O)nc1 | -1.6 | -1 | -5 | -3 | 1 | 2 | 3 | i | -12 | -0.8
C=CCOc1cccc(C2C(C(=O)c3cc4ccccc4o3)=C(O)C(=O)N2c2cc(C)on2)c1 (stereo unspecified) | 32 | -13 | -14 | 6 | 15 | 4 | -8 | i | 8 | 0.6
COc1ccc(C2(c3ccc(OC)cc3)NC(=O)N(CC(=O)N3CCOCC3)C2=O)cc1 | -0.8 | 5 | -4 | 6 | 2 | -1 | 6 | i | 0 | -0.3
CCCN(CCC)Cc1c(C(=O)N/N=C/CCc2ccccc2)nnn1-c1nonc1N | 1.2 | 6 | -6 | 11 | 6 | -3 | 1 | i | -1 | 0.0
COc1ccc(NS(=O)(=O)c2ccc(C)c(C(=O)NNC(=O)c3csc(N4CCOCC4)n3)c2)cc1 | -0.7 | -2 | -9 | -9 | -3 | 1 | -12 | i | -3 | -0.2
Cc1ccc(C(C)C)c(OCC(=O)Nc2ccccc2N2CCN(C)CC2)c1 | -2.1 | -4 | -6 | -7 | -5 | -5 | -9 | i | -2 | -1.2
Cc1occc1C(=O)Nc1ccc2c(c1)OCCO2 | -0.3 | -5 | -12 | 7 | 0 | -5 | 10 | i | 1 | -1.5
COc1ccc(-c2ccc3c(c2)S(=O)(=O)c2cccc(C(=O)NCc4cc(C)oc4C(F)(F)F)c2C3=O)cc1OC | -2.5 | -4 | 22 | 2 | 3 | -3 | -51 | i | -1 | -0.3
CCN(CC)C(=O)c1sc(NC(=O)Cc2ccccc2)c(C#N)c1C | -2.2 | -5 | 6 | -23 | 2 | 1 | 4 | i | 1 | -0.6
O=C(CN(Cc1ccco1)C(=O)c1nsc(Cl)c1Cl)NC1CCCCC1 | 0.5 | 0 | 3 | -4 | -8 | 0 | -3 | i | 0 | -0.1
COc1ccc(NC(=O)CCCn2c(=O)c3sccc3n(Cc3cccc(C)c3)c2=O)cc1 | 0.2 | 2 | -11 | -7 | -8 | -9 | 7 | i | -3 | 0.0
CC(C)COC(=O)C1C(=O)CC(C)(O)C(C(=O)OCC(C)C)C1c1cccnc1 (stereo unspecified) | -1.0 | 2 | -18 | 3 | -1 | 1 | -1 | i | -6 | 0.4
O=C(C(=O)N1CCc2ccccc2C1)c1cn(CC(=O)N2CCOCC2)c2ccccc12 | -2.2 | 3 | -6 | 3 | 2 | 1 | 2 | i | -2 | -0.6
COc1ccccc1NC(=O)NC(=O)c1ccccc1 | -2.9 | 3 | -5 | 2 | -5 | 5 | 8 | i | -3 | 0.5
CCc1nc(N)c(C#N)c(-c2cccc3ccccc23)c1C | -1.8 | -2 | 0 | 5 | 4 | 13 | 4 | i | -2 | 0.2
COCCCn1c(SCC(=O)N2CCOCC2)nnc1-c1ccco1 | -0.6 | 0 | 1 | 5 | 0 | 1 | 2 | i | 2 | 0.1
O=C1c2ccccc2C(=O)N1CC(O)COCc1ccccc1 (stereo unspecified) | -1.9 | -6 | 3 | 5 | 1 | 3 | -13 | i | 0 | -0.6
C/C(=N\NC(=O)COc1ccc(C(C)(C)C)cc1)c1cc2ccccc2o1 | 2.4 | -4 | -2 | 8 | 4 | 3 | -3 | i | 2 | -0.1
CN(CC(=O)Nc1ccc(Cl)cc1)C(=O)CNC(=O)c1ccc2c(c1)OCO2 | -0.2 | 2 | -8 | 10 | 2 | 1 | 11 | i | 3 | -0.2

Four entries out of the list above, sorted by the number in SUMO1 PPI mod, falling:
canonical_smiles	LMPTP inh	SUMO1 PPI mod	Scp-1 inhibitor	SKN-1 block	NadD block	DNMT1 block	NRP1-CendR mod	Neddylation inh	STEP block	Tb MetRS inh
COc1ccc(C(=O)Nc2ccc3[nH]ccc3c2)cc1OC	-0.1	5	4	1	-2	-6	21	i	-5	-0.5
CCc1nc(N)c(C#N)c(-c2cccc3ccccc23)c1C	-1.8	-2	0	5	4	13	4	i	-2	0.2
COc1ccc(Cc2nc3ccc(C(=O)N(C)Cc4cc(C)[nH]n4)cc3o2)cc1OC	-1.1	-8	-3	5	0	2	17	i	-1	0.0
C=CCOc1cccc(C2C(C(=O)c3cc4ccccc4o3)=C(O)C(=O)N2c2cc(C)on2)c1 (stereo unspecified)	32	-13	-14	6	15	4	-8	i	8	0.6

Next part.
Structure | LMPTP inh | SUMO1 PPI mod | Scp-1 inhibitor | SKN-1 block | NadD block | DNMT1 block | NRP1-CendR mod | Neddylation inh | STEP block | Tb MetRS inh
C=CCn1c(CCNC(=O)c2ccco2)nc2ccccc21 | 0.1 | 2 | 1 | -2 | -3 | 1 | 7 | i | -2 | -1.1
O=C(Nc1ccccc1)c1ccc(Br)c(S(=O)(=O)Nc2cccnc2)c1 | -0.8 | 14 | 33 | -6 | 3 | -1 | 9 | i | -5 | -0.7
COc1ccccc1N(Cc1ccccc1)S(=O)(=O)c1cccc(C(=O)Nc2cccc(C)n2)c1 | -2.7 | -15 | 10 | -6 | 4 | 0 | 7 | i | 0 | 0.8
CCCCCCCC(=O)O | 0.3 | 1 | 4 | -2 | 5 | 2 | -12 | i | 0 | 0.8
CC1(C)Cc2cccc(OCC(=O)Nc3nccs3)c2O1 | -0.9 | 3 | 2 | -24 | -3 | 1 | 0 | i | 2 | -0.2
CCOC(=O)COc1ccc2c(C#N)c3ccccn3c2c1 | -0.7 | -9 | -11 | -3 | -5 | -2 | -13 | . | 1 | -0.5
CC(C)c1nc(N2CCN(C(=O)c3ccccc3)CC2)c(C#N)c2c1COC(C)(C)C2 | 0.9 | 2 | -5 | 12 | 1 | -4 | -6 | . | 0 | -0.2
NS(=O)(=O)c1ccc(NC(=S)Nc2ccn(Cc3cccc4ccccc34)n2)cc1 | 2.1 | 3 | 9 | 10 | 21 | -17 | 9 | i | 0 | 0.3
COc1cccc(-c2ccc(C#N)c(SCC(=O)NCc3ccco3)n2)c1 | -0.2 | 10 | 6 | -4 | 6 | -1 | -6 | i | -3 | -0.7
CCN(CC)CCC(=O)N1c2ccccc2CCc2ccc(NC(=O)OC)cc21 | 0.9 | 4 | -5 | 10 | 2 | 1 | -1 | i | -2 | 0.8
CCOc1ccc(-n2ccc(=O)c(C(=O)O)n2)cc1 | -1.8 | -12 | -6 | -3 | -4 | 1 | 6 | i | 0 | -0.9
CCC(=O)NCc1ccc(-c2nc3ncccc3o2)cc1 | -2.1 | 0 | -5 | 7 | -6 | -5 | 0 | i | 2 | -0.4
COc1cccc(-c2ccc(NC(=O)C3CCCN(Cc4cc(C)[nH]n4)C3)cc2)c1 (stereo unspecified) | 0.6 | 5 | -4 | 12 | -2 | -6 | -1 | i | 0 | 0.1
COC(=O)c1ccc(C2C(C(=O)c3cc4ccccc4o3)=C(O)C(=O)N2CCN2CCOCC2)cc1 (stereo unspecified) | -0.3 | -4 | -1 | 1 | 1 | -1 | 7 | i | 0 | -0.3
Cn1cccc1C(=O)NNC(=O)COc1ccccc1F | -1.0 | 3 | -13 | -6 | -4 | 5 | 8 | i | 0 | -0.2
CCN(CC)CCN1C(=O)c2oc3ccccc3c(=O)c2C1c1ccc(F)cc1 (stereo unspecified) | -2.3 | -7 | -8 | 10 | -8 | -2 | 6 | i | 1 | 0.1
Cc1cccc(CC(C)NC(=O)c2oc3c(F)cccc3c2C)n1 (stereo unspecified) | -0.5 | 3 | -3 | -5 | 2 | 0 | -1 | i | -3 | 0.3

3 compounds from above, arranged by length of the SMILES, low to high:
Structure | LMPTP inh | SUMO1 PPI mod | Scp-1 inhibitor | SKN-1 block | NadD block | DNMT1 block | NRP1-CendR mod | Neddylation inh | STEP block | Tb MetRS inh
COCCCn1c(SCC(=O)N2CCOCC2)nnc1-c1ccco1 | -0.6 | 0 | 1 | 5 | 0 | 1 | 2 | i | 2 | 0.1
CN(CC(=O)Nc1ccc(Cl)cc1)C(=O)CNC(=O)c1ccc2c(c1)OCO2 | -0.2 | 2 | -8 | 10 | 2 | 1 | 11 | i | 3 | -0.2
COc1ccc(NS(=O)(=O)c2ccc(C)c(C(=O)NNC(=O)c3csc(N4CCOCC4)n3)c2)cc1 | -0.7 | -2 | -9 | -9 | -3 | 1 | -12 | i | -3 | -0.2
